# Screens: PubChem, several laboratories
# STEP block: STEP (human) phosphatase inhibition; P54829; recombinant STEP, OMFP fluorogenic substrate, fluorescence; inhibition, % at 20 µM; actives 0.25% (n = 360,000); AID 588621;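 active = inhibition at 20 µM, scaled per plate between control wells, above about 37%, limit read from the data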;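 note: 0% = DMSO with enzyme and substrate and 100% = substrate only without enzyme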
#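 Assay system: isolated STEP enzyme. Buffer or medium: pH 6.0 Bis-Tris with DTT and Tween 20. Also added: fluorogenic phosphatase substrate OMFP at 25 µM final. Dosing: 20 µM, 1% DMSO. Timing: 20 min reaction, room temperature, in the dark. Measured by: fluorescence intensity, excitation 480 nm, emission 540 nm. Evaluation: normalized % inhibition.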
# MsrA act: activators of bovine methionine sulfoxide reductase A. actives 0.3% (n = 360,000). purified bovine MsrA, absorbance read-out. AID 602163. activation, % at 10.6 µM; in the data active = activation above about 7.5%;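 note: 0% = vehicle and 100% = reference activator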
# DNMT1 block: DNMT1 (human) enzyme inhibition; DNMT1 molecular beacon, Hinp1I cleavage, fluorescence; P26358; inhibition (reported as % activation of signal), % at 10 µM; actives 0.83% (n = 360,000); in the data active = inhibition above about 50%
# MsrA inh: inhibitors of bovine MsrA; purified bovine MsrA, absorbance read-out; inhibition, % at 15.5 µM; actives 0.75% (n = 360,000); AID 651718; in the data active = inhibition above about 4.5%;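 note: 0% = vehicle wells with enzyme and 100% = reference inhibitor wells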
# LMPTP block: blocks human LMPTP phosphatase | P24666 | recombinant LMPTP-A, OMFP fluorogenic substrate, fluorescence intensity | inhibition, % at 20 µM | actives 0.22% (n = 360,000) | AID 651560;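 active = compounds that cut the enzyme signal by at least half of the control window in the single-dose screen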;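 note: plate controls were DMSO wells with enzyme plus substrate for no effect and substrate without enzyme for full effect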
#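 Test system: LMPTP-A phosphatase enzyme; input: 0.625 nM LMPTP-A final; reagent: OMFP substrate, 400 µM final; compound dosing: 20 µM single dose, 3% DMSO; incubation: 50 min dark incubation at room temperature; measured by: endpoint fluorescence intensity from OMFP dephosphorylation; measure: % inhibition relative to no-enzyme and uninhibited control wells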
# SUMO1-SIM PPI: alters human SUMO1 binding to SIM partners | inhibition, % at 20 µM | SUMO1 binding to a labelled peptide, TR-FRET, 1 h | actives 0.33% (n = 360,000) | P63165; in the data active = inhibition above about 37%
# Target sequence (P63165 whole entry, looked up): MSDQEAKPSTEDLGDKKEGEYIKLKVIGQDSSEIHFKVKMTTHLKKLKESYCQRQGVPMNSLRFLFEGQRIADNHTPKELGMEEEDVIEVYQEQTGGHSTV
# TbMetRS inhib: Trypanosoma brucei MetRS inhibition | purified T. brucei MetRS, ATP depletion, Kinase-Glo luminescence | inhibition, % at 11.9 µM | actives 0.4% (n = 360,000) | AID 624268;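 active = inhibition above a per-plate cutoff of the control wells' mean inhibition plus 3 SD, cut at about 5.5% in these data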;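 note: 0% = DMSO wells median and 100% = median of wells with control inhibitor compound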
#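 Material – parasite MetRS enzyme · Medium – HEPES-MgCl2-KCl buffer plus DTT, spermine, BSA, pyrophosphatase · Reagent – ATP, methionine and E. coli bulk tRNA substrates · Times – 15 min enzyme-compound preincubation, 2 h reaction, 10 min detection, 25 °C · Measured by – luminescence of leftover ATP · Evaluation – percent inhibition relative to median high and low control wells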
# NRP1-CendR mod: NRP-1/CendR interaction modulation; O14786; inhibition, % at 25 µM; FAM-RPARPAR peptide binding to NRP-1, fluorescence polarization; actives 0.85% (n = 360,000);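 active = inhibition or corrected inhibition above about 18%, plus a signal ratio from 0.5 to 1.5, limit read from the data, passing the limit was not always enough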; note: strong numbers were not always called active
# E coli Lon inh: inhibitors of E. coli Lon protease | P0A9M0 | purified E. coli Lon protease, fluorescence polarization | inhibition, % at 7.94 µM | actives 0.42% (n = 360,000); in the data active = inhibition above about 13%, passing the limit was not always enough;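 note: 0% = enzyme with probe and DMSO and 100% = no enzyme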
# Target sequence (P0A9M0 whole entry, looked up): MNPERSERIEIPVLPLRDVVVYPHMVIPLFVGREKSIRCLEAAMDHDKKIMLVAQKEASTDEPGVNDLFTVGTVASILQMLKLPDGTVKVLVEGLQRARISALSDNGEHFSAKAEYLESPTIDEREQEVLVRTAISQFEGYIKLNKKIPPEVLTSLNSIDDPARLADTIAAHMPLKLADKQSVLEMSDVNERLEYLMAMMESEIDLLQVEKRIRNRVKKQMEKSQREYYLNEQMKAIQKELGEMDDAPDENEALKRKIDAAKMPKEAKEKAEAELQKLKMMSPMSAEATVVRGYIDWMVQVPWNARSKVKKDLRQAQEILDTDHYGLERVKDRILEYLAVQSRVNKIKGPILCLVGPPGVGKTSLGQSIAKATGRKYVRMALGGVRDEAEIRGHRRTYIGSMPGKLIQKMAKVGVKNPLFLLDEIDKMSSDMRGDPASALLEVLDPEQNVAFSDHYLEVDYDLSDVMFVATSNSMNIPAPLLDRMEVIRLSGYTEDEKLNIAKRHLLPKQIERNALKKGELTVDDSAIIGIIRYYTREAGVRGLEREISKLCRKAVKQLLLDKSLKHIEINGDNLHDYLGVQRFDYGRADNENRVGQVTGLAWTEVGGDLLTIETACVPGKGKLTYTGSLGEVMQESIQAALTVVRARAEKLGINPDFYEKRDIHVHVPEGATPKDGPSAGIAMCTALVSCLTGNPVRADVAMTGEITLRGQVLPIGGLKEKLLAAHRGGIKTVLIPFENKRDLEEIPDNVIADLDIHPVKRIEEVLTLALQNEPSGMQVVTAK
# Scp1 inh: Scp-1 (human) phosphatase inhibition; Q9GZU7; Recombinant Scp1, phosphopeptide, malachite green phosphate absorbance; inhibition, % at 20 µM; actives 0.88% (n = 340,000);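 active = inhibition above about 50% at 20 µM, limit read from the data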;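 note: plate controls were DMSO wells with enzyme for no effect and wells lacking enzyme for full effect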
# Target sequence (Q9GZU7 76-261 limits assumed): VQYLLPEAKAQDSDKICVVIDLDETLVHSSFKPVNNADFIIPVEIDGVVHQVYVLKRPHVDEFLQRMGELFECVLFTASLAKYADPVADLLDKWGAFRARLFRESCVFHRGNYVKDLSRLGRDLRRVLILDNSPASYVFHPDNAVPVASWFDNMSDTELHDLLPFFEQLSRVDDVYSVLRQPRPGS
#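 Test system: SCP-1 phosphatase catalytic domain, residues 76-261; measured by: colorimetric phosphate reagent with accelerator and stabiliser, absorbance at 630 nm; timing: enzyme reaction 45 min at room temperature, colour 5 min, stabilisation 30 min; also added: Phosphorylated 17-residue peptide substrate; compound dosing: one concentration, 20 µM, with 1.0% DMSO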
# The depositor's hits bear a star; x = no result given; + = active, no number.
mol | STEP block | MsrA act | DNMT1 block | MsrA inh | LMPTP block | SUMO1-SIM PPI | TbMetRS inhib | NRP1-CendR mod | E coli Lon inh | Scp1 inh
O=c1[nH]c(Cc2ccccn2)nc2scc(-c3ccc(Cl)cc3)c12 | 3 | 0 | -3 | 1.2 | 1.1 | -20 | -0.3 | -17 | -6 | -13
Cc1cccc(N(C(=O)c2sc(C)nc2C)C(C(=O)NCc2ccco2)c2ccccc2)c1 (stereo not drawn) | 0 | -4 | 3 | -0.9 | 0.2 | 0 | -0.1 | -7 | -2 | -4
CCOc1ccc(S(=O)(=O)NCc2cccnc2)cc1C(C)C | 1 | -4 | 1 | 0.6 | -1.4 | 0 | -1.1 | 7 | -13 | -2
CCOC(=O)C1CCN(C(=O)CCc2ccccc2)CC1 | 0 | -1 | -1 | 1.1 | -1.5 | -1 | -0.2 | 5 | 4 | -5
CCC(C(=O)NCCCN1CCCCCC1)n1nc(C)c2sc3ccccc3c2c1=O (stereo not drawn) | -1 | -1 | -1 | -0.3 | -2.2 | -2 | -0.3 | -9 | -4 | 1
O=C1CSC(c2cccnc2)N1Cc1cccnc1 (stereo not drawn) | 0 | -2 | -2 | 0.4 | -1.5 | 2 | -0.5 | 9 | 3 | -7
CC(=O)Nc1ccc(NC(=O)Cc2sc(-c3cccnc3)nc2-c2ccc(C)cc2)cc1 | 0 | -2 | -5 | 0.8 | 2.0 | -7 | -0.6 | -3 | 4 | -2
CCN(CC(=O)Nc1ccc(Br)cc1F)CC(=O)NC1CCS(=O)(=O)C1 (stereo not drawn) | -2 | -2 | 8 | 0.9 | -1.9 | 4 | -0.1 | -6 | -3 | -10
CCOC(=O)c1sc2ccc(S(=O)(=O)N3CCCCC3)cc2c1N | 6 | -12 | -3 | -1.1 | 3.2 | 2 | -0.8 | -7 | -7 | -4
CC1CCN(C(=O)COC(=O)c2cccc(S(=O)(=O)N(C)c3ccccc3)c2)CC1 | 1 | -1 | 1 | -0.3 | -0.1 | 0 | -0.3 | 12 | -2 | -8
Cc1ccc(-c2cc(C(=O)NCc3cn(C)nc3C)c3cc(Br)ccc3n2)cc1 | 2 | -3 | 54* | 0.5 | 0.8 | -6 | -0.1 | -18 | -22 | -9
Fc1cnc(N2CCN(c3ccccc3)CC2)nc1N1CCN(c2ccccc2)CC1 | 6 | -3 | -5 | -0.3 | 2.0 | -1 | -0.5 | 2 | -3 | 3
CN(C(=O)C1Cc2c(-c3ccccc3Oc3ccccc3)ccnc2O1)c1ccccc1 (stereo not drawn) | -2 | 0 | 76* | 1.4 | 8.9 | 5 | -0.2 | -14 | 1 | x
CC(=O)C1=C(O)C(=O)N(c2ccc(O)cc2)C1c1ccc(Cl)cc1 (stereo not drawn) | 0 | -1 | -1 | 1.6 | -0.9 | -5 | -0.7 | 8 | 2 | -2
Cc1cc(N2CCC(C(=O)NC3CC3)CC2)nc(-c2ccccc2)n1 | -2 | -4 | 1 | -1.7 | 2.7 | 0 | 0.4 | 10 | -4 | -3
CCNc1nc(OC)nc(SCC(=O)Nc2ccccc2)n1 | -1 | -4 | -1 | 0.7 | -0.8 | 0 | -0.3 | -4 | 7 | 0
CCN(CC)CCNC(=S)Nc1ccc2nc(N3CCCC3)cc(C)c2c1 | 20 | -2 | -15 | -0.2 | 18 | 2 | 0.0 | 9 | 1 | -7
Cn1c(=O)c2[nH]c(-c3ccccc3)c(O)c2n(C)c1=O | -4 | -8 | 9 | 2.9 | -0.9 | -10 | 0.3 | 36* | + | 4
CC(=O)c1cccc(NC(=O)CSc2ccc(-c3cccnc3)nn2)c1 | -2 | 0 | 1 | 0.1 | 1.8 | 0 | 0.3 | -16 | -4 | -4
CC(C)C(=O)Nc1cccc(-c2nc3ccccc3o2)c1 | 2 | -10 | 1 | -1.1 | -1.7 | -4 | -0.2 | -9 | -3 | -5
CCCS(=O)(=O)N1CCC(C(=O)NCCc2ccc(OC)c(OC)c2)CC1 | 5 | 2 | 0 | 1.1 | -3.6 | -1 | -0.4 | 8 | -8 | -10
CC1(C)OC(=O)C2=C(C[C@@H](CCc3ccccc3)O[C@H]2C2CCCC2)O1 | x | 0 | x | -1.2 | 2.2 | -3 | -0.3 | -2 | -2 | x
COCCNC(=O)C1(C)CCCN(CCS(=O)(=O)c2ccc(C)cc2)C1 (stereo not drawn) | -3 | -2 | 5 | -0.5 | -1.0 | -1 | -0.1 | 12 | 1 | x
CCOc1ccc(C(=O)Nc2nnc(C(C)C)s2)cc1OCC | -5 | -4 | 3 | 0.7 | 0.0 | -3 | 0.1 | 20 | -2 | -5
COc1ccc(C(=O)NC(=S)N2CCC(C)CC2)cc1 | 5 | -5 | 1 | -0.5 | 0.4 | -1 | -0.3 | -3 | -9 | -4
O=C(Nc1ccc(F)cc1F)c1noc2c1CCC2 | 22 | -2 | 88* | x | 14 | 4 | -0.3 | -5 | -7 | 79*
CCn1nnc(-c2ccccc2NC(=O)c2cnccn2)n1 | 0 | -2 | 2 | 1.9 | -0.2 | 0 | -0.5 | 8 | 1 | -15
O=C1/C(=C/c2ccc(O)cc2)COc2ccccc21 | -1 | -2 | -7 | 1.2 | 1.8 | -8 | 0.6 | -9 | -16 | -2
O=C(NCCc1ccccc1)C1CC(=O)N(C2CCCCC2)C1 (stereo not drawn) | -2 | -4 | 2 | -0.5 | -0.4 | -3 | -0.5 | 11 | -2 | -6
CCN1CCN(S(=O)(=O)c2ccc(Cl)c(C(=O)Oc3ccc(CC(=O)OC)cc3)c2)CC1 | 4 | 0 | 1 | -1.5 | -0.5 | 4 | -0.1 | 20 | -1 | -4

# Five compounds out of the list above, ordered by the number in MsrA act, highest first:
Molecule	MsrA act
CCCS(=O)(=O)N1CCC(C(=O)NCCc2ccc(OC)c(OC)c2)CC1	2
CN(C(=O)C1Cc2c(-c3ccccc3Oc3ccccc3)ccnc2O1)c1ccccc1 (stereo not drawn)	0
CC(=O)C1=C(O)C(=O)N(c2ccc(O)cc2)C1c1ccc(Cl)cc1 (stereo not drawn)	-1
CC(=O)Nc1ccc(NC(=O)Cc2sc(-c3cccnc3)nc2-c2ccc(C)cc2)cc1	-2
CCNc1nc(OC)nc(SCC(=O)Nc2ccccc2)n1	-4

# Records listed above shown as hits in Scp1 inh:
Molecule,MsrA act,DNMT1 block,MsrA inh,LMPTP block,SUMO1-SIM PPI,TbMetRS inhib,NRP1-CendR mod,E coli Lon inh,Scp1 inh
O=C(Nc1ccc(F)cc1F)c1noc2c1CCC2,-2,88*,x,14,4,-0.3,-5,-7,79*

# The main list resumes, starting 3 compounds before the break.
mol | STEP block | MsrA act | DNMT1 block | MsrA inh | LMPTP block | SUMO1-SIM PPI | TbMetRS inhib | NRP1-CendR mod | E coli Lon inh | Scp1 inh
O=C1/C(=C/c2ccc(O)cc2)COc2ccccc21 | -1 | -2 | -7 | 1.2 | 1.8 | -8 | 0.6 | -9 | -16 | -2
O=C(NCCc1ccccc1)C1CC(=O)N(C2CCCCC2)C1 (stereo not drawn) | -2 | -4 | 2 | -0.5 | -0.4 | -3 | -0.5 | 11 | -2 | -6
CCN1CCN(S(=O)(=O)c2ccc(Cl)c(C(=O)Oc3ccc(CC(=O)OC)cc3)c2)CC1 | 4 | 0 | 1 | -1.5 | -0.5 | 4 | -0.1 | 20 | -1 | -4
O=C(Cc1ccccc1)NCC(=O)Nc1ccc(OC(F)(F)F)cc1 | -1 | -1 | 3 | 1.1 | 1.8 | 28 | 0.1 | -7 | -4 | -2
COc1ccccc1CNS(=O)(=O)CCNC(=O)c1ccccc1 | -3 | -6 | 1 | -0.8 | 2.1 | 1 | -0.6 | -3 | 2 | -3
O=C(COC(=O)c1ccc(O)cc1)NCC1CCCO1 (stereo not drawn) | -1 | -2 | 1 | -0.4 | -0.8 | 3 | 0.7 | -3 | -1 | -5
CCc1[nH]nc(C(=O)N/N=C/c2ccncc2)c1C | -1 | -5 | -1 | -1.1 | -0.8 | -9 | 0.1 | -2 | -2 | 1
CCCNC(=O)N1CCN(C(=O)NCCC)CC1 | -3 | -8 | 1 | -0.6 | -2.5 | 1 | -2.5 | 8 | -4 | 1
CCn1c(/C=N/NC(=O)c2ccc(OC)cc2)nc2ccccc21 | 2 | -5 | 0 | 3.4 | 0.0 | -12 | -0.2 | 0 | -6 | 2
CCOc1ccc2nc(N3CCCC(C(=O)NCCCN4CCCCC4)C3)sc2c1 (stereo not drawn) | 0 | -1 | 0 | -0.1 | -1.6 | 1 | -1.8 | 8 | 8 | -5
O=C(c1cccc(-n2cnnn2)c1)N1CCOCC1 | 2 | -9 | 7 | -0.5 | -2.5 | 0 | -1.1 | -4 | 10 | -7
C[C@@H]1CN([C@@H](C)CO)S(=O)(=O)c2ccc(Br)cc2O[C@H]1CN(C)C(=O)C1CCOCC1 | 1 | -8 | 3 | 0.2 | -0.2 | 0 | -1.9 | 1 | 4 | x
O=C(NCc1ccc(F)cc1)Nc1nnc([C@@H]2C[C@H](O)[C@@H](CO)O2)s1 | -2 | -2 | 0 | 1.0 | -0.6 | 4 | -0.1 | -7 | 3 | x
O=C(Cn1sc2ccccc2c1=O)NC12CC3CC(CC(C3)C1)C2 | 5 | -3 | -2 | x | -2.2 | 12 | -0.3 | -9 | 16* | 11
O=C(O)CCN1CCN(S(=O)(=O)c2ccc3ccccc3c2)CC1 | -2 | -5 | 0 | 0.6 | -1.4 | -4 | -0.3 | 2 | 10 | -2
O=C(N[C@H]1C/C=C\C[C@H](CC(=O)N(CCO)Cc2ccccc2)C(=O)NC[C@H](c2ccccc2)OC1=O)OCC1c2ccccc2-c2ccccc21 | 0 | -1 | -15 | x | 1.7 | -5 | 0.3 | -6 | -2 | 8
C=CCC[C@H](Cc1ccc(F)cc1)C(=O)OC[C@@H](C)NC(=O)[C@H](CC=C)CC(=O)N(CCO)Cc1ccccc1 | 0 | -2 | 1 | 0.0 | 0.6 | 2 | -0.6 | -7 | -2 | -12
CCOC(=O)[C@]12CCCC=C1N(Cc1ccc3c(c1)OCO3)C(=O)[C@H](CC(=O)NCc1cccs1)C2 | x | -10 | x | 0.1 | -0.2 | 2 | -0.5 | 4 | 6 | x
CCCCCC(=O)Nc1ccc(N2CCN(CC)CC2)c(Cl)c1 | -3 | 0 | -2 | -0.1 | -0.5 | -4 | 0.2 | 3 | 3 | -4
Cc1cc(C(=O)CCC(=O)Nc2ncccc2C)c(C)s1 | -1 | -4 | 10 | -0.1 | 1.8 | 5 | -0.2 | -23 | -3 | -4
CC1=C(C(=O)OCc2ccccc2)C(c2cccs2)NC(=O)N1CCCC(=O)O (stereo not drawn) | -2 | -5 | 5 | -0.7 | -2.4 | 7 | 0.0 | -2 | -1 | -11
CCC(=O)N1CCc2cc(Br)cc(S(=O)(=O)CCC(=O)NCCOC)c21 | 0 | 2 | -3 | 0.5 | -0.6 | 11 | -0.3 | 12 | 6 | -1
